Rac1 wt modul = human Rac1 wildtype GTP binding, inhibitors and activators | P63000 | AID 757 | 190,000 compounds, 0.27% hits | GST-Rac1 beads, fluorescent GTP binding, flow cytometry; actives lie on both sides; 0 = cold GTP competed, 100 = untreated | GTP binding activity (% of control), % at 10 µM;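 active = GTP binding activity at least 20 points away from the 100% control level, either lower or higher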
Mcl1 Noxa PPI = disrupts binding of human Mcl-1 to Noxa peptide; Q07820; TR-FRET Mcl-1/Noxa peptide binding, 2 h; inhibition, % at 21.7 µM; 220,000 compounds, 1.5% hits;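 active = compounds that cut the protein-peptide binding signal by more than 50% relative to plate controls in a single-dose test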;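 also: His-tagged Mcl-1 with rhodamine Noxa BH3 peptide and terbium anti-His antibody; 0% = Mcl-1 plus Noxa peptide wells and 100% = peptide-only wells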
Pf gamet viab = inhibitors of late stage P. falciparum gametocyte viability. 150,000 compounds, 0.065% hits. P. falciparum stage V gametocytes, ATP luminescence, 24 h. inhibition, % at 10.9 µM. AID 743093;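 active = inhibition above the mean plus 3 SD of compounds within the control limits, set per campaign, cut at about 38% in these data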;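 also: 0% = DMSO wells and 100% = medium only without gametocytes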
ABCB1 inh = human ABCB1 inhibition, ABCG2 as counter-screen; P08183; CCRF-Adr cells, JC-1 efflux, flow cytometry; inhibition, % at 6.6 µM; 190,000 compounds, 0.067% hits; AID 1326; in the data active = inhibition above about 40%;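 also: 0% = vehicle and 100% = reference inhibitor; higher value means more JC-1 retained so stronger ABCB1 efflux block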
HRas wt GTP bind = modulators of GTP binding to human HRas wildtype; P01112; GST-Ras wt beads, Bodipy-FL-GTP binding, flow cytometry; actives lie on both sides; GTP binding activity, % at 10 µM; 190,000 compounds, 0.14% hits; AID 759;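 active = GTP binding activity at least 20% away from the 100% baseline, either lowered as inhibitor or raised as activator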;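 also: 0% = unlabeled GTP competition control and 100% = no-compound control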
ABCG2 block = blocks JC-1 efflux by human ABCG2 transporter; Q9UNQ0; IgMXP3 cells, flow cytometry; inhibition, % at 6.6 µM; 190,000 compounds, 0.1% hits;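 active = inhibition above 80%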;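 also: 0% = DMSO and 100% = nicardipine control wells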
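Test system: IgMXP3 (ABCG2) plus far-red-tagged CCRF-Adr (ABCB1) cells / Amount: 3 million cells/mL in well / Reagent: JC-1 transporter substrate / Timing: 10 min compound exposure, 25 °C / Signal: flow cytometry, 530 nm JC-1 signal / Read-out: percent efflux inhibition, scaled nicardipine 100% to DMSO 0% / Benchmarks: nicardipine as high control, DMSO as low control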
Rab7 wt GTP bind = dog Rab7 wildtype GTP binding, inhibitors and activators; GST-Rab7 beads, fluorescent GTP binding, flow cytometry; actives lie on both sides; untreated = 100%, excess cold GTP = 0%; GTP binding activity (percent of control), % at 10 µM; 190,000 compounds, 0.055% hits; AID 758;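 active = fluorescent GTP binding to Rab7 beads changed by at least 20 points from the 100% baseline, either direction, mostly lower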;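 also: median green fluorescence of bound Bodipy-FL-GTP per Rab7 bead population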
Cdc42 wt GTP = modulators (inhibitors or activators) of GTP binding to human Cdc42 wildtype. P60953. 190,000 compounds, 0.2% hits. GST-Cdc42 beads, Bodipy-GTP binding, flow cytometry; actives lie on both sides. AID 761. percent activity (GTP binding), % at 10 µM;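 active = percent activity GTP binding at least 20 points away from the 100% baseline, either down as inhibitor or up as activator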;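 also: median bead fluorescence of bound Bodipy-FL-GTP at 100 nM; 0% = excess unlabeled GTP control and 100% = no compound control; below 100% means less GTP binding so inhibitor and above means activator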
Rac1 act GTP bind = alters GTP binding to activated mutant human Rac1 | percent activity (GTP binding), % at 10 µM | GST-Rac1 activated beads, fluorescent GTP binding, flow cytometry; actives lie on both sides; 100% means binding = to untreated wells | 190,000 compounds, 0.11% hits | P63000;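 active = GTP binding at least 20 percentage points away from the 100% baseline, in either direction, so actives lie on both sides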
Avidin fluor = avidin bead compound fluorescence profile. fluorescence (KMESF) at 10 µM. 220,000 compounds, 0.38% hits. Avidin beads, compound fluorescence 488/530 nm, flow cytometry; hits give high values; in the data active = fluorescence above about 47; also: inactives centre near 10
Rab2A wt mod = changes GTP binding to wildtype dog Rab2A, up or down; GTP binding activity, % at 10 µM; GST-Rab2 wt beads, Bodipy-GTP binding, flow cytometry; 190,000 compounds, 0.19% hits; P61105; AID 760;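 active = GTP binding activity at least 20 points away from 100%, either lowered or raised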;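 also: 0% = beads with excess unlabeled GTP and 100% = no-compound control corrected for plate trend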
An asterisk follows results filed as active; . = no result given.

cpd	molecule	Rac1 wt modul	Mcl1 Noxa PPI	Pf gamet viab	ABCB1 inh	HRas wt GTP bind	ABCG2 block
1	COCCN1Cc2cccc(C(=O)Nc3ccccc3OC)c2C1=O	95	6	.	1.8	98	16
2	Cn1nc(C(=O)Nc2nc3ccccc3[nH]2)c2ccccc2c1=O	94	20	.	1.1	92	14
3	O=C(O)CC/C(=N\Nc1ccc(S(=O)(=O)N2CCCC2)cc1[N+](=O)[O-])c1cccs1	95	-11	-4	-0.4	93	0
4	O=C(O)C1C2C=CC(C2)C1C(=O)N1CCOCC1 (centres undefined)	33*	2	19	0.0	43*	1
5	O=C(NC1CCCC1)c1ccccc1OCc1ccccc1	98	-10	.	0.6	98	2
6	CCc1cc2cc3c(cc2nc1SCC(=O)N1CCN(C(=O)c2ccco2)CC1)OCO3	99	6	7	1.0	97	4
7	c1csc(-c2nn[nH]n2)c1	99	14	.	0.2	100	0
8	O=C(NCc1ccco1)c1nnc(Cc2ccc(F)cc2)o1	103	-4	.	0.1	97	3
9	COC(=O)c1nnn(-c2nonc2N)c1CSc1ccc(Cl)cc1	106	-10	-12	-0.7	100	1
10	CCCNC(=O)OCC12CC3CC(CC(C3)C1)C2	103	5	16	0.7	98	8
11	CCc1nnc(NS(=O)(=O)c2ccc(N/C=C/C(=O)c3ccc(C)cc3)cc2)s1	94	25	-7	0.1	93	1
12	CCN(C(=O)COC(=O)c1cccc(NS(=O)(=O)c2ccc(F)c(F)c2)c1)C1CCS(=O)(=O)C1 (centres undefined)	100	21	.	-0.1	97	-1

cpd	Rab7 wt GTP bind	Cdc42 wt GTP	Rac1 act GTP bind	Avidin fluor	Rab2A wt mod
1	97	98	95	13	96
2	93	100	97	4	91
3	95	94	93	3	93
4	22*	39*	37*	15	36*
5	104	96	96	26	101
6	95	98	97	4	94
7	96	102	101	3	99
8	101	96	98	24	98
9	101	102	100	9	101
10	99	98	98	20	97
11	98	92	90	4	93
12	103	99	96	14	98

Additional structures:
cpd	molecule	Rac1 wt modul	Mcl1 Noxa PPI	Pf gamet viab	ABCB1 inh	HRas wt GTP bind	ABCG2 block
13	O=C(O)C1C2C=CC(C2)C1C(=O)N1CCN(C/C=C/c2ccccc2)CC1 (centres undefined)	106	19	.	1.3	105	2
14	OCCNc1nc2nonc2nc1NCCO	105	6	17	0.2	102	2
15	O=S(=O)(c1cccc2nonc12)N1CCCCCC1	98	-8	-18	0.9	97	9
16	CCN(CC(=O)Nc1ccc(NC(C)=O)cc1)CC(=O)Nc1ccccc1C(=O)c1ccccc1	99	4	-12	1.9	96	8
17	Cc1cc(C)c2nc(-c3ccccn3)cc(C(=O)NCCc3ccc(S(N)(=O)=O)cc3)c2c1	96	41	-10	-0.3	97	2
18	CCc1nc(SCC(=O)NCCc2ccc(OC)c(OC)c2)c2c(=O)n(C)c(=O)n(C)c2n1	103	-10	.	3.0	100	4
19	CC(C)(C)[C@H]1C=C(C(=O)N2CCN(Cc3ccc4c(c3)OCO4)CC2)O[C@@H](OCCCCO)C1	97	-1	4	1.8	97	5
20	COCCCNC(=O)COc1ccc(S(=O)(=O)NCc2ccccc2)cc1Cl	105	-244	9	1.4	101	3
21	Cn1cnnc1SC1CCCCC1NS(=O)(=O)c1ccc(Cl)cc1 (centres undefined)	103	-8	-33	-0.1	99	0
22	COc1cc(C2Nc3ccccc3C(=O)N2c2ccccc2)ccc1O (centres undefined)	106	-14	.	0.6	102	4
23	COc1ccc2c(c1)[nH]c1c(N3CCN(Cc4ccc5c(c4)OCO5)CC3)ncnc12	99	12	-23	3.3	97	-2
24	COc1ccc(OC)c(NC(=O)C2=C(C)NC(=O)NC2c2cccs2)c1 (centres undefined)	98	-5	-6	-0.3	91	0

cpd	Rab7 wt GTP bind	Cdc42 wt GTP	Rac1 act GTP bind	Avidin fluor	Rab2A wt mod
13	105	107	104	34	108
14	100	101	97	11	104
15	96	97	95	0	98
16	98	96	97	11	97
17	103	94	94	4	98
18	99	99	100	6	100
19	95	99	99	6	98
20	99	100	97	2	101
21	95	101	100	7	101
22	103	103	97	35	102
23	95	98	98	12	96
24	97	97	94	26	93

Next part
cpd	molecule	Rac1 wt modul	Mcl1 Noxa PPI	Pf gamet viab	ABCB1 inh	HRas wt GTP bind	ABCG2 block
25	CCOC(=O)CSc1nc(N)nc(C)c1Br	103	13	0	0.2	99	14
26	COc1cc(CNC2CCCCC2OC)cc(OC)c1 (centres undefined)	98	31	19	1.0	101	5
27	Cc1ccccc1OCC(=O)N/N=C/c1ccc(N(C)C)cc1	99	30	-7	0.1	97	2
28	CN(C)S(=O)(=O)c1ccc(C(=O)NC2CCCc3ccccc32)cc1 (centres undefined)	99	9	14	1.3	97	15
29	Cc1ccc(CSC2=Nc3ccccc3C3=NC(CCC(=O)NCc4ccco4)C(=O)N23)cc1 (centres undefined)	104	11	.	0.9	103	2
30	COc1ccc(-c2nc(SCC(=O)NCc3ccco3)c(-c3ccccc3)[nH]2)cc1OC	105	14	.	-0.2	100	2
31	COc1ccccc1-n1cnnc1SCc1csc(-c2ccccc2)n1	98	12	.	2.2	97	5
32	CCCCCCC(=O)N(O)C1CC(=O)N(Cc2ccccc2)C1=O (centres undefined)	104	42	-1	0.2	101	1
33	CN1CCN(C2CCCCCC2)CC1	113	-3	.	2.1	102	16
34	O=C(/C=C/NCc1ccc(F)cc1)c1ccccc1	98	11	2	0.6	102	1
35	COc1ccc(/C=C/C(=O)OCC(=O)Nc2ccc(Cl)c(S(=O)(=O)N(C)C)c2)cc1OC	102	2	-16	1.2	98	13
36	O=c1[nH]nc(Cc2ccccn2)c2ccccc12	105	-7	-14	0.1	103	10

cpd	Rab7 wt GTP bind	Cdc42 wt GTP	Rac1 act GTP bind	Avidin fluor	Rab2A wt mod
25	99	104	99	6	100
26	103	102	96	9	103
27	101	95	93	12	97
28	95	99	96	8	101
29	103	104	99	34	100
30	103	98	98	10	99
31	94	98	96	4	97
32	100	100	101	6	101
33	102	107	103	33	105
34	95	104	104	2	102
35	101	99	99	6	97
36	100	108	102	22	105

The listing continues.
cpd	molecule	Rac1 wt modul	Mcl1 Noxa PPI	Pf gamet viab	ABCB1 inh	HRas wt GTP bind	ABCG2 block
37	COc1ccc(CC2SC(=Nc3ccc(F)cc3)NC2=O)cc1 (centres undefined)	97	0	-16	0.1	100	2
38	O=C(O)c1ccc(NC(=O)c2cn(-c3ccccc3)nc2-c2ccc(Br)cc2)cc1	97	19	-5	-1.2	97	-2
39	CCc1ccc(-n2c(=O)c3ccccc3n(CC(=O)C(C)(C)C)c2=O)cc1	94	-9	19	0.5	96	-1
40	O=C1CCc2cc(S(=O)(=O)NCCCC(=O)N3CCN(Cc4ccc5c(c4)OCO5)CC3)ccc2N1	99	3	.	1.7	98	14
41	CCOC(=O)/C(C#N)=C/C1=C(N2CCCC2)CC(C)(CC)OC1 (centres undefined)	102	18	-14	0.9	99	5
42	CCCCn1c(N)c(N(CC(C)C)C(=O)CN(C)Cc2cccc(OC)c2)c(=O)[nH]c1=O	109	15	-11	0.6	103	2
43	O=C(COC(=O)c1ccc(Cl)nc1)NCc1ccco1	98	3	-9	-3.8	94	18
44	O=c1c(=O)n(O)c2ccccc2n1O	103	-26	.	0.3	99	0
45	CN=c1c([N+](=O)[O-])nn(-c2ccc3c(c2)OCCO3)n1O	97	21	1	0.2	95	1
46	COC(=O)c1ccc(OC)c(CSc2nnc(COc3ccc(Cl)cc3)o2)c1	98	-4	2	0.3	99	1

cpd	Rab7 wt GTP bind	Cdc42 wt GTP	Rac1 act GTP bind	Avidin fluor	Rab2A wt mod
37	107	100	96	12	101
38	94	98	90	10	93
39	94	93	92	11	95
40	95	99	98	5	97
41	100	101	97	12	102
42	101	106	104	9	103
43	95	90	96	13	95
44	97	102	100	6	99
45	102	93	94	7	96
46	100	96	97	7	98

Single records (already shown):
O=c1c(=O)n(O)c2ccccc2n1O is listed as Rac1 wt modul: 103; Mcl1 Noxa PPI: -26; Pf gamet viab: .; ABCB1 inh: 0.3; HRas wt GTP bind: 99; ABCG2 block: 0; Rab7 wt GTP bind: 97; Cdc42 wt GTP: 102; Rac1 act GTP bind: 100; Avidin fluor: 6; Rab2A wt mod: 99
O=C(O)c1ccc(NC(=O)c2cn(-c3ccccc3)nc2-c2ccc(Br)cc2)cc1 is listed as Rac1 wt modul: 97; Mcl1 Noxa PPI: 19; Pf gamet viab: -5; ABCB1 inh: -1.2; HRas wt GTP bind: 97; ABCG2 block: -2; Rab7 wt GTP bind: 94; Cdc42 wt GTP: 98; Rac1 act GTP bind: 90; Avidin fluor: 10; Rab2A wt mod: 93
